TLR9-MyD88 inh = blocks human TLR9 binding to MyD88; inhibition, % at 4.98 µM; CHO BLA complementation TLR9-MyD88, CCF4 FRET ratio; actives 0.21% (n = 340,000); Q9NR96+Q99836;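 active = inhibition above the mean over all tested compounds plus 3 SD, cut at about 21% in these data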;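 also: 0% = DMSO only wells and 100% = clavulanate BLA inhibitor control wells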
Exocytosis inh = blocks lytic granule exocytosis. TALL-104 LAMP-1 surface exposure, flow cytometry; cells stimulated with thapsigargin and PMA. inhibition, % at 10 µM. actives 0.66% (n = 360,000);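 active = inhibition above about 55%, limit read from the data; inconclusive = no clear call, values can overlap the other calls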
NOD2-RIPK2 inh = inhibitors of human NOD2-RIPK2 interaction; CHO BLA complementation NOD2-RIPK2, CCF4 ratio; inhibition, % at 4.98 µM; actives 0.38% (n = 360,000); in the data active = inhibition above about 21%;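 also: 0% = vehicle only and 100% = reference blocker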
Target sequence (O43353 whole entry, looked up): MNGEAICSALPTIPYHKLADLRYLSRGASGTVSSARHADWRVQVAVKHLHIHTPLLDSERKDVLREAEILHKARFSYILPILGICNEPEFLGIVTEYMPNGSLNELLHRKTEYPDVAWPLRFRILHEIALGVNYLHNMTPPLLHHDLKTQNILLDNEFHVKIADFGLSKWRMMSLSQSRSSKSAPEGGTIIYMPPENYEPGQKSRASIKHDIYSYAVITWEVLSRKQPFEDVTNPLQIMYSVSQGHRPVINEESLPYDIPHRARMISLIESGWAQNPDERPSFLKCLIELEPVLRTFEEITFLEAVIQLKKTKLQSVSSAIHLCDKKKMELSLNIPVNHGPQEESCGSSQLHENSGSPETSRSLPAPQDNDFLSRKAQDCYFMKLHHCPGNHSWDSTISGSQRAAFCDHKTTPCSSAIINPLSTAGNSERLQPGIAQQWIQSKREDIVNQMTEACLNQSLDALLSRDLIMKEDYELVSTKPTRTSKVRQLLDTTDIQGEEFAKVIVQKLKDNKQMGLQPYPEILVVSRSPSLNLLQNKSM
ABHD5-PLIN5 inh = blocks binding of human ABHD5 to perilipin-5. Q00G26+Q8WTS1. actives 0.78% (n = 360,000). inhibition, % at 4 µM. Split G. princeps luciferase complementation, luminescence, 4 h;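 active = inhibition above the mean inhibition across every tested compound plus 3 SD, cut at about 22% in these data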;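 also: 0% = DMSO only wells and the 100% control is not disclosed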
TROY NFkB inh = blocks TROY-dependent signaling in reporter cells; Q293 LMP1-TROYcd NF-kB luciferase reporter, 4 h; inhibition, % at 10 µM; actives 0.98% (n = 360,000);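 active = compounds whose plate-normalised and pattern-corrected inhibition of the luciferase reporter signal at the single screening dose is 50% or more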
NR2F2 inh = inhibitors of human COUP-TFII (NR2F2); P24468; HEK293T NGFI-A luciferase reporter, luminescence; inhibition, % at 8.6 µM; actives 0.7% (n = 370,000); AID 686940;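 active = inhibition above a per-plate cutoff, mean inhibition of test wells between control levels plus 3 SD, cut at about 38% in these data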;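 also: cells cotransfected with COUP-TFII expression vector driving the NGFI-A reporter; 0% = median of COUP-TF2 test wells and 100% = reporter-only cells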
Target sequence (P24468 whole entry, looked up): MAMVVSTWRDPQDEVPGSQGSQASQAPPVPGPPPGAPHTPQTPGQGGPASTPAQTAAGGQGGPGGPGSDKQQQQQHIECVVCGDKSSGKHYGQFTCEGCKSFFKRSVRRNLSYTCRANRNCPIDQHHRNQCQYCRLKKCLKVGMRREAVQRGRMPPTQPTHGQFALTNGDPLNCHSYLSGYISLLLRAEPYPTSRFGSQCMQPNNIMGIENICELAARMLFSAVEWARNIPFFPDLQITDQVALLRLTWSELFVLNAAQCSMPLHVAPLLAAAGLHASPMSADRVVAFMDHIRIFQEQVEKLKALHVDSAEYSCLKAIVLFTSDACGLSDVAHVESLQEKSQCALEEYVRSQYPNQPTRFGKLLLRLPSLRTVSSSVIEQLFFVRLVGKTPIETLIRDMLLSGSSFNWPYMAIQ
TWEAK Fn14 block = inhibitors of TWEAK-Fn14 interaction signaling; actives 2% (n = 360,000); TWEAK-stimulated Fn14 reporter cells, luciferase luminescence, 8 h; inhibition, % at 10 µM; in the data active = inhibition above about 50%
SRC2 inh = inhibits human steroid receptor coactivator 2; Q15596; HEK293 GAL4-SRC2 luciferase reporter, luminescence; inhibition, % at 9 µM; actives 0.17% (n = 370,000); AID 651957;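 active = inhibition above the mean inhibition of all tested compounds plus 3 SD, set per campaign, cut at about 52% in these data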;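 also: 0% = DMSO treated cells and 100% = cells given Gossypol at 36 µM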
NCOA3 inh = inhibits human SRC3 coactivator | HEK293 GAL4-SRC3 luciferase reporter, luminescence | inhibition, % at 3.6 µM | actives 0.17% (n = 360,000) | AID 588352;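 active = inhibition above a per-campaign cutoff, the mean of all compounds plus 3 SD, cut at about 60% in these data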;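 also: 0% = DMSO-treated cells and 100% = gossypol-treated cells at 36 µM; higher means less SRC3-driven luciferase light from the GAL4 reporter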
LRH-1 inv ag = NR5A2 inverse agonism in reporter assay | O00482 | HEK293T StAR-luciferase reporter, LRH-1 transfected, 24 h | inhibition, % at 3.6 µM | actives 0.13% (n = 360,000) | AID 602396;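 active = inhibition above the mean inhibition of all tested compounds plus 3 SD, cut at about 73% in these data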;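 also: 0% = DMSO wells and 100% = reporter-only cells lacking LRH-1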
SRC1 inh = inhibitors of human steroid receptor coactivator 1 (SRC1); Q15788; HEK293 GAL4-SRC1 luciferase reporter, luminescence; inhibition, % at 3.6 µM; actives 0.12% (n = 360,000);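 active = inhibition above the campaign mean plus 3 SD, with each screening campaign given its own cutoff, cut at about 60% in these data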;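 also: 0% = DMSO treated cells and 100% = gossypol at 36 µM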
An asterisk follows results filed as active; ? = inconclusive; nt = not tested or not shown. Not all compounds are listed (hit frequency here may not be typical).

SMILES | TLR9-MyD88 inh | Exocytosis inh | NOD2-RIPK2 inh | ABHD5-PLIN5 inh | TROY NFkB inh | NR2F2 inh | TWEAK Fn14 block | SRC2 inh | NCOA3 inh | LRH-1 inv ag | SRC1 inh
COCc1cccc(-c2csc(C(NC(C)=O)c3ccc(F)c(F)c3)n2)c1 (stereo unspecified) | nt | 0 | -14 | -6 | -14 | 3 | -21 | 16 | -6 | -13 | -17
O=C(NCC(c1ccco1)N1CCN(c2ccccc2F)CC1)c1ccco1 (stereo unspecified) | 1 | 4 | -1 | 1 | 10 | 1 | -9 | 11 | 11 | 16 | 5
CC1CCN(C(=O)Nc2cccc(NC(=O)N3CCC(C)CC3)c2)CC1 | -7 | 1 | -11 | -5 | 1 | -7 | -5 | -4 | -9 | -2 | -13
O=C1C2C3C=CC(C3)C2C(=O)N1CCN1CCN(S(=O)(=O)c2ccc3ccccc3c2)CC1 (stereo unspecified) | 0 | 2 | -4 | 5 | 1 | 6 | -9 | 9 | -6 | 6 | -11
CCCCCC1CC(CC(C)C(=O)Nc2nncs2)C(=O)O1 (stereo unspecified) | 5 | -2 | -5 | 9 | -1 | 17 | 3 | -7 | 17 | 23 | -1
COc1cccc(NC(=O)CC(C)=O)c1 | -2 | -2 | -3 | 9 | 0 | -5 | -11 | -4 | 12 | 6 | -4
CC(=O)Nc1ccc(-c2ccnc3c2CC(C)(C(=O)NCCC(F)(F)F)O3)cc1 (stereo unspecified) | nt | -4 | -3 | -2 | -4 | -1 | -9 | -1 | 1 | 4 | 12
Cc1ccccc1N1CC(C(=O)Nc2nnc(SCC(=O)Nc3nccs3)s2)CC1=O (stereo unspecified) | 7 | 0 | -3 | -5 | -9 | 0 | 2 | -9 | -4 | -2 | -2
CCC(CC)NC(=O)c1ccc2c(c1)OCCO2 | 8 | -2 | -6 | 0 | 2 | -16 | -3 | -13 | 7 | -13 | -12
CC(=O)N1CCc2cc(Br)cc(S(=O)(=O)NCCCN(C)Cc3ccccc3)c21 | 7 | -3 | 2 | -5 | -4 | 5 | 98* | -19 | 1 | -8 | -15
CCn1c(SCC(=O)Nc2cccc(F)c2)nnc1-c1cc2cc(Br)ccc2o1 | -4 | 6 | -2 | -3 | 0 | 4 | -24 | -6 | -12 | -11 | -14
COc1ccc(C(=O)Nc2ccccc2C(=O)NCc2ccco2)cc1 | 8 | -10 | -9 | 8 | -12 | -8 | 5 | -25 | 8 | -7 | 6
COCC(=O)Nc1ccc(C(N)=O)cc1 | -4 | 11 | -11 | 15 | -9 | 20 | -5 | -49 | 12 | 4 | 3
CC(C)(C)n1nc2c(c1NC(=O)Cc1ccccc1)CS(=O)(=O)C2 | 10 | -1 | 1 | 3 | -8 | 0 | 4 | -6 | -15 | 10 | -11
C=CCc1ccccc1OCCCCN1CCCC1 | -2 | 2 | 0 | 5 | -9 | 7 | -2 | 5 | 3 | -4 | -25
Cn1ncc(C(=O)Nc2ccc(Cl)cc2)c1C(F)(F)F | nt | -5 | 1 | -2 | -11 | -9 | 5 | -30 | 10 | 6 | -22
O=C(NCc1csc2ccccc12)Nc1cc(Cl)cc(Cl)c1 | -11 | 2 | -10 | 10 | 31 | -15 | 2 | -17 | 7 | 0 | 16
CCOc1ccc2[nH]c3c(NCC(C)C)ncnc3c2c1 | 9 | 7 | -4 | 3 | -30 | nt | -14 | nt | -39 | -28 | -17
O=C(NCC1([N+](=O)[O-])CN(C(=O)c2ccccc2)CN(C(=O)c2ccccc2)C1)c1ccccc1 | -2 | 2 | 13 | -1 | -3 | 14 | 5 | -15 | -9 | -16 | -6
O=[N+]([O-])c1ccc(O)c2cccnc12 | 6 | 0 | -6 | 4 | 7 | 9 | 3 | -14 | -10 | -3 | -10
CN(C)c1ccc(/C=N/Nc2ccc(-n3ccnc3)nn2)cc1 | 4 | 0 | -3 | 0 | -7 | 10 | 9 | -45 | 8 | -20 | -14
CCOCCCN1C(=O)CN(C2CCCCC2)C(=O)C1c1ccc(OCC)c(OC)c1 (stereo unspecified) | 1 | 2 | -2 | -6 | 7 | -7 | -1 | -3 | 10 | 12 | -11
Cc1ccc(C(O)(COC(=O)C(C)C)COC(=O)C(C)C)c(O)c1 | -5 | ? | -1 | 8 | -15 | -2 | 13 | -11 | 0 | -1 | -3
O=C(NCc1ccccc1)N1CCN(CCO)CC1 | -13 | -2 | -1 | -3 | -5 | -5 | 5 | 6 | 13 | 1 | -1
Cc1ccccc1OCc1nnc(SCC(=O)N2c3ccccc3Sc3ccc(Cl)cc32)o1 | -7 | -4 | -12 | -2 | -25 | 0 | 9 | -41 | 4 | 13 | 12
CN(C)CCCN1c2ccc(O)cc2Sc2ccc(Cl)cc21 | -1 | 4 | 6 | 17 | -10 | 5 | 14 | -17 | -11 | -19 | 0
CCOC(=O)C=C(C(=O)OCC)C(=O)OCC | -2 | 19 | -9 | 5 | 14 | -7 | -5 | -14 | 22 | -1 | -3
CCN(C(=O)CN1C(=O)NC2(CCc3ccccc32)C1=O)C1CCCCC1 (stereo unspecified) | -7 | -1 | 4 | -11 | -4 | 5 | 12 | 2 | -13 | 18 | 1
COc1ccc(-c2cc(C(=O)Nc3ccccc3N3CCOCC3)c3ccccc3n2)cc1OC | -6 | 6 | 3 | 7 | 39 | 1 | 40 | 0 | 30 | 13 | 20
COC(=O)C1=C(CN2CCN(C)CC2)NC(=O)NC1c1cc(C)ccc1C (stereo unspecified) | -3 | -5 | -3 | -5 | 3 | 2 | 3 | -9 | 13 | -14 | 4
CCOc1cc(Cl)c(S(=O)(=O)NCc2cccnc2)cc1Cl | -3 | 6 | -8 | 7 | 14 | 19 | 10 | 18 | 20 | 12 | -1
CCC(C)c1ccc(NC(=O)C2CCN(c3ncccn3)CC2)cc1 (stereo unspecified) | 5 | 2 | -2 | -7 | -6 | -11 | -5 | 2 | -14 | -7 | 8
CCOC(=O)c1cnc(SCc2nc(N)nc(Nc3ccc(F)cc3)n2)nc1N | 4 | -4 | 3 | -1 | -14 | 4 | 11 | -50 | -5 | -29 | -15
NC(=O)C1(N2CCCCC2)CCN(C2CC(=O)N(Cc3ccc(N4CCCC4=O)cc3)C2=O)CC1 (stereo unspecified) | 3 | -6 | 5 | 4 | 2 | 12 | 7 | -3 | 1 | 12 | 2
COC(=O)c1cn(Cc2cccnc2)c(=O)c2ccccc12 | -3 | -2 | 2 | -1 | 6 | -29 | -24 | -21 | -4 | 15 | -24
Cc1c(C(Nc2ccccn2)c2ccccc2)c(=O)n(-c2ccccc2)n1C (stereo unspecified) | -1 | 2 | -10 | -3 | -3 | 2 | -4 | -14 | 3 | 1 | -18
CC(=O)c1ccccc1OCCCCN1CCCCC1 | -8 | -3 | -3 | 2 | 15 | 24 | 8 | 3 | 2 | 1 | -20
CCCC1CC(C(=O)Nc2ccccc2)C(=O)O1 (stereo unspecified) | -1 | -2 | -6 | -4 | -55 | 8 | -17 | -1 | 13 | -2 | -6
O=C(CCN1C(=O)c2ccccc2C1=O)NCCCn1ccnc1 | -9 | -1 | -10 | 2 | -7 | -18 | 5 | -7 | 6 | 1 | -16
Cc1ccccc1N1CCN(Cc2ccc(Br)o2)CC1 | -4 | 7 | -6 | 0 | -5 | -12 | -7 | -16 | -4 | -4 | -12
CCCCc1ccc(CC2S/C(=C(\C#N)C(=O)N3CCOCC3)N(c3ccccc3)C2=O)cc1 (stereo unspecified) | -9 | -3 | 2 | 3 | -18 | 27 | -11 | 12 | 11 | -19 | -57
COc1cc(CCC(=O)OCc2nnc(-c3ccccc3)o2)cc(OC)c1OC | 1 | 0 | 9 | 4 | -10 | 2 | -9 | 10 | -1 | -30 | -2
COc1cc(CC(=O)Nc2ncc(C)s2)cc(OC)c1OC | 8 | -2 | -33 | -4 | 11 | 9 | -15 | -2 | 17 | 5 | 4
O=C(CCn1nc(-c2ccc(F)cc2)ccc1=O)NCc1ccccc1 | -5 | -1 | -11 | 1 | -7 | -17 | -3 | -5 | 18 | 16 | -3
C=CCn1c(SCC(=O)NC2CCCC2)nnc1-c1ccncc1 | -9 | 0 | -7 | 0 | 2 | 12 | 12 | -16 | -2 | -23 | -21
CCOc1ccc(CNCc2cccnc2)cc1 | 2 | -1 | -5 | 0 | -10 | -13 | -3 | 8 | 12 | 3 | -10
CCCc1nnc(NC(=O)COC(=O)c2cc(C)nc3ccccc23)s1 | 2 | -3 | -5 | 0 | 41 | 7 | -4 | -2 | 10 | -7 | -5
O=C(Cn1nnc(-c2ccccc2NC(=O)c2ccco2)n1)NC1CCCCC1 | -5 | 1 | -11 | -4 | -26 | 11 | -4 | 27 | 16 | 5 | -1
COc1cc(C(=O)OCC(C)=O)ccc1OCc1c(C)noc1C | -3 | -3 | 0 | 3 | -1 | -20 | 7 | -25 | -9 | 17 | -9
CCOc1ccc(-c2nnc(NC(=O)Cc3ccc(OC)cc3)o2)cc1 | -5 | 16 | -3 | -4 | -4 | 2 | 5 | -2 | -17 | -9 | -51
COc1ccccc1NC(=O)CCN1C(=O)/C(=C\c2cc(OC)c(OC)c(OC)c2)SC1=S | -15 | -4 | 4 | 7 | -12 | -3 | 6 | -24 | -12 | 0 | -12
C[C@]12c3[nH]c4cc(-c5ccco5)ccc4c3CCN1C(=O)[C@@H](CC(=O)NCc1cccc(C(F)(F)F)c1)C[C@@H]2C(=O)N1CCCCC1 | -3 | 4 | 2 | 21 | -2 | 17 | 8 | 10 | -5 | -22 | 12
Cc1ccc(OCc2cc(C(=O)N(C)CC3CCOCC3)no2)cc1C | 0 | 0 | -7 | 2 | -44 | -33 | -14 | -57 | -86 | -75 | -69
CCOCCc1c(O)nc(SCCOc2ccc(C)c(C)c2)[nH]c1=O | 11 | 0 | 1 | -1 | 13 | 0 | -12 | 2 | 31 | -1 | -23
Cc1ccccc1N1C(N)=NC(N)=NC1(C)C | 9 | 29 | -11 | 1 | nt | -11 | nt | 6 | 12 | -4 | 6
Fc1c(F)c(F)c(SCn2cc(Br)cn2)c(F)c1F | 14 | 0 | 9 | -7 | 6 | 7 | 0 | 13 | -28 | -1 | -20
CCn1c(O)c(N=NC(=O)CNc2ccc(C)cc2)c2ccccc21 | 10 | -3 | -3 | -5 | -78 | -5 | -2 | 15 | -8 | 0 | 10
O=C(CCC(=O)N1CCOc2ccc(Cl)cc21)NCCN1CCOCC1 | 4 | 12 | 7 | 3 | -9 | 1 | -9 | 7 | 1 | 4 | -7
CCCn1c(SCC(=O)N2CCCCC2)nnc1C(C)C | -6 | -1 | -5 | 0 | -5 | -10 | 15 | -13 | 27 | 9 | 18

Shown tab-delimited: part of the list above.
smiles	TLR9-MyD88 inh	Exocytosis inh	NOD2-RIPK2 inh	ABHD5-PLIN5 inh	TROY NFkB inh	NR2F2 inh	TWEAK Fn14 block	SRC2 inh	NCOA3 inh	LRH-1 inv ag	SRC1 inh
O=C(NCC1([N+](=O)[O-])CN(C(=O)c2ccccc2)CN(C(=O)c2ccccc2)C1)c1ccccc1	-2	2	13	-1	-3	14	5	-15	-9	-16	-6
O=C(Cn1nnc(-c2ccccc2NC(=O)c2ccco2)n1)NC1CCCCC1	-5	1	-11	-4	-26	11	-4	27	16	5	-1

Source: PubChem
